Source: PubChem (several laboratories)
GRK2 inh: human GRK2 inhibition via aptamer displacement; P25098; bead flow cytometry, FAM-aptamer displacement from GRK2; inhibition of aptamer binding, % at 10 µM; 330,000 compounds, 0.59% hits; AID 488847;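 active means inhibition of aptamer binding above 40%, roughly 3 SD of noise, on plates passing a quality check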;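 further: median bead fluorescence of bound FAM aptamer so fluorescent compounds give negative values; no value below 0 was filed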
CIT2-GFP yeast: yeast TOR pathway CIT2-GFP modulation. GFP response vs DMSO, % at 10 µM. S. cerevisiae CIT2-GFP strain, flow cytometry, 3 h; 100 means same as DMSO wells. 320,000 compounds, 0.065% hits;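 active means GFP response relative to DMSO above a set limit, near the screen mean plus 3 SD, cut at about 150% in these data; inconclusive means Fewer than 70 cells measured for a yeast strain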;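 further: ratio of well median GFP fluorescence to mean of DMSO wells on the plate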
RPL19A TOR yeast: alters RPL19A-GFP fluorescence in TOR pathway yeast screen; percent response vs DMSO, % at 10 µM; 330,000 compounds, 0.3% hits; S. cerevisiae RPL19A-GFP strain, flow cytometry, 3 h; stronger effect = lower value;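 active means percent response vs DMSO below 50%; inconclusive means fewer than 70 events counted for the yeast strain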;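 further: median channel GFP fluorescence of the barcoded RPL19A-GFP strain; ratio of sample median GFP to plate DMSO average so 100% = DMSO; lower means less RPL19A-GFP as with rapamycin TOR inhibition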
MEP2 TOR yeast: alters MEP2-GFP fluorescence in TOR pathway yeast screen. S. cerevisiae MEP2-GFP strain, flow cytometry GFP, 3 h; 100% = DMSO control level. GFP response vs DMSO, % at 10 µM. 330,000 compounds, 0.51% hits. AID 2016;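 active means GFP response versus DMSO above a set limit, roughly screen mean plus 3 SD, cut at about 180% in these data; inconclusive means fewer than 70 cells counted for a yeast strain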;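 further: median GFP fluorescence of the barcode-gated MEP2-GFP cells per well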
AGP1-GFP MLPCN: alters AGP1-GFP fluorescence in TOR pathway yeast screen | S. cerevisiae AGP1-GFP multiplex flow cytometry, 3 h; GFP as percent of DMSO wells | GFP response vs DMSO, % at 10 µM | 320,000 compounds, 0.02% hits;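 active means GFP response relative to DMSO above a set limit, near screen average plus 3 SD, cut at about 150% in these data; inconclusive means fewer than 70 cells counted for the yeast strain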;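 further: median GFP channel fluorescence of the gated AGP1 strain per well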
LAP4-GFP MLPCN: yeast TOR pathway LAP4-GFP modulation | AID 2023 | 320,000 compounds, 0.34% hits | S. cerevisiae LAP4-GFP multiplex, flow cytometry GFP, 3 h; median GFP as percent of DMSO wells | GFP response vs DMSO, % at 10 µM;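 active means GFP response vs DMSO above a set limit, about the screen mean plus 3 SD, cut at about 150% in these data; inconclusive means under 70 cell events counted for the yeast strain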
VLA-4 inh: inhibition in a human VLA-4 binding assay. P13612. VLA-4 expressing cells, ligand binding flow cytometry. inhibition, % (about 7 µM as worked out from the volumes in the protocol). 330,000 compounds, 0.2% hits; in the data active means inhibition above about 50%
Target sequence (P13612 whole entry, looked up): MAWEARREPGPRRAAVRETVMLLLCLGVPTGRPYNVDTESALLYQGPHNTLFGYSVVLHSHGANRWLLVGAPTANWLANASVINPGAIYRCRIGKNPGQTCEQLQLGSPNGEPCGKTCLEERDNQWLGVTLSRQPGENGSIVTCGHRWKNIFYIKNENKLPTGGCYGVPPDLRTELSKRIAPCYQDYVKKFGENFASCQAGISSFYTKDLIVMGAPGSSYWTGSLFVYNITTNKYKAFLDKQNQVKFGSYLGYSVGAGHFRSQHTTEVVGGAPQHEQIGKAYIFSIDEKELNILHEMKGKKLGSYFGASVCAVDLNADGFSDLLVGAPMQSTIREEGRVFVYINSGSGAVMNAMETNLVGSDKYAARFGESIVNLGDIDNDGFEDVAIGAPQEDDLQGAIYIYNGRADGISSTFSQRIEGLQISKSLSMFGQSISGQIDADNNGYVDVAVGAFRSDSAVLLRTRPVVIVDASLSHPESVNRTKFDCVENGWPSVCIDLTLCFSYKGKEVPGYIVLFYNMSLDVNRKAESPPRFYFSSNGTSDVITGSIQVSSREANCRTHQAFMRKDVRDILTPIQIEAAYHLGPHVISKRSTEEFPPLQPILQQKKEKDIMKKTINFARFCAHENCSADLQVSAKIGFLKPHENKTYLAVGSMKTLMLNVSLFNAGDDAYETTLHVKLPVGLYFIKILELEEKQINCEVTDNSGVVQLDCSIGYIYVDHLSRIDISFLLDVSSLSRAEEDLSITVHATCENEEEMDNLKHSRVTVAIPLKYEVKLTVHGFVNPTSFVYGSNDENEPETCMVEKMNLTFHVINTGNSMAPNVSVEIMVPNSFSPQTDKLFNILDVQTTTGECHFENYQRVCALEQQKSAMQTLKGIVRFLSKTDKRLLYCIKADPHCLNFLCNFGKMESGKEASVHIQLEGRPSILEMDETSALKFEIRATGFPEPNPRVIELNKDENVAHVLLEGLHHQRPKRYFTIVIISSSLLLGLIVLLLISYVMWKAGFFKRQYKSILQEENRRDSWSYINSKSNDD
GASC-1 inh: inhibitors of human GASC-1 (JMJD2C) demethylase; Q9H3R0; 330,000 compounds, 0.069% hits; GST-JMJD2C(1-420) H3K9me3 demethylation, DELFIA europium; AID 2099; inhibition, % at 2.35 µM;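 active means more than half of a compound's replicate wells show inhibition beyond 50%, single wells judged on their own value; inconclusive means some, but no more than half, of replicates pass 50% inhibition; inactive means no replicate passes 50% inhibition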;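 further: signal counts dimethyl H3K9 product captured on neutravidin plate; 0% = median of DMSO wells and 100% = 0.3 times that DMSO median; strong numbers were not always called active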
* marks the source's active call; other numbers are inactive results; ? = inconclusive; . = no result given; & = joins results of further samples; [ ] = remark or other dose.

smiles,GRK2 inh,CIT2-GFP yeast,RPL19A TOR yeast,MEP2 TOR yeast,AGP1-GFP MLPCN,LAP4-GFP MLPCN,VLA-4 inh,GASC-1 inh
COc1ccc(-c2cc(C(F)(F)F)c(C#N)c(SCC(=O)O)n2)cc1OC,4,96,98,100,98,102,6,-6
COc1ccc2ccccc2c1C1CC(=O)N2CN(C3CCCCC3)CSC2=C1C#N (stereo not drawn),1,124,108,102,111,105,-9,7
O=c1[nH]c2ccc(NCc3ccc(OCc4ccccc4Cl)cc3)cc2[nH]1,1,94,103,106,94,92,0,0
Cc1ccc(NC(=O)Cc2ncc(C(F)(F)F)cc2Cl)cc1Cl,0,86,95,94,89,93,-10,2
CC[C@@H]1CCCCc2ccccc2[C@@H](C(=O)C[C@@H](O)CC(C)=O)OC1=O,0,98,96,96,99,96,29,46
Cc1ccc(CN2CC(C(=O)Nc3ccc(F)c([N+](=O)[O-])c3)CC2=O)cc1 (stereo not drawn),0,101,103,98,109,101,1,16
Cc1ccc(C(=O)NC2CCN(C(=O)NCc3ccccc3)CC2)cc1,1,95,99,103,94,95,-6,-9
CCOC(=O)n1c(=O)n(Cc2ccccc2C)c2ccccc21,0,81,94,100,90,102,-2,0
CC1CCCCC12NC(=O)N(CC(=O)Nc1nccs1)C2=O (stereo not drawn),4,97,99,102,100,97,5,.
CCOC(=O)N1CCC(N(CCN(C)C)C(=S)Nc2ccccc2OC)CC1,0,103,97,103,100,94,-6,-5
CCN(CC)CCC(=O)Nc1ccc2c(c1)N(C(=O)CN(CC)CC)c1ccccc1CC2,0,95,93,98,86,85,-6,-5
CCOc1cccc(C(=O)Nc2cccc(C(=O)NCC(C)C)c2)c1,0,101,102,103,98,95,8,-3
Cc1ccc(S(=O)(=O)N2CCN(C(=O)COC(=O)CNC(=O)c3ccc(C(C)(C)C)cc3)CC2)c(C)c1,38,103,97,100,104,104,0,-1
COc1ccc(Cc2n[nH]c(=O)c3ccccc23)cc1OC,0,99,101,103,105,106,-10,15
CN(C)c1nc(-c2ccccc2)c2cnn(Cc3ccccc3)c2n1,3,100,98,103,100,99,-1,1
NC(=O)C1CCN(C(=O)Cc2ccsc2)CC1,0,101,104,103,98,94,0,-1
CN(C(=O)CSc1nc2ccccc2s1)c1c(N)n(Cc2ccccc2)c(=O)[nH]c1=O,0,107,102,96,100,97,2,-1
CCC(=O)Nc1ccccc1-c1nc2ccccc2[nH]c1=O,0,110,104,102,104,100,5,13
Cc1ccc(S(=O)(=O)Nc2nc(C)c(C(=O)NNS(=O)(=O)c3cc(C)ccc3C)s2)cc1,3,?,51[may fluoresce violet],241*[may fluoresce violet],?,66[may fluoresce violet],22,-33
O=C(NNc1c(Cl)cccc1Cl)C1CCC1,0,87,93,81,97,94,0,-10
CN(CC(=O)NCc1ccco1)CC(=O)Nc1c(Cl)cccc1Cl,0,99,93,95,100,97,-18,-5
CCOC(=O)Cc1csc(NC(=O)CSc2ncnc3c2cnn3-c2ccc(OC)cc2)n1,0,87,93,92,95,99,-1,-27&3
COc1cc(OC)cc(C(=O)Nc2ccc(NC(=O)c3ccco3)c(C)c2)c1,0,?,98[may fluoresce violet],?,?,?,-3,15
CCOC(=O)C1(CCOc2ccccc2)CCN(CC2CC2)CC1,1,104,103,103,100,84,8,1
CCO[C@H]1OC(C(=O)O)=C[C@@H](C2CCCCC2)[C@@H]1CCCO,1,102,103,108,104,98,25,14
O=C1c2ccccc2N(Cc2ccc(Cl)cc2)C2=NCCN12,0,99,106,107,104,94,10,-2
CCN1C(=O)c2cccc3c(S(=O)(=O)NCc4cccnc4)ccc1c23,4,105,105,101,102,97,-9,9
CCCNC(=O)/C=C/c1ccc(S(=O)(=O)Nc2ccccc2OC)cc1,2,95,93,99,95,104,16,-2
CCCCCCCCN1[C@@H](CC(=O)OCC)c2ccc(C(F)(F)F)cc2S1(=O)=O,0,94,92,83,84,131,-26,-9
Cc1cc(C)c(S(=O)(=O)c2cccc(Br)c2C)c(=O)[nH]1,1,101,104,107,101,104,16,13
CCCCOC(=O)C(C)c1c(C)[nH]c(=S)[nH]c1=O (stereo not drawn),4,94,95,101,101,105,18,-1
O=C(COC(=O)c1ccccc1C(=O)N1CCN(c2ccccc2)CC1)Nc1ccc(F)cc1,0,103,116,115,110,104,4,27
CCOC(=O)c1cc(NC(=O)C2C3CCC(O3)C2C(=O)O)cc(C(=O)OCC)c1 (stereo not drawn),8,93,82,102,.,88,-4,3
COc1ccc(C2=NN(C3=NN=C(N)Cc4ncnn43)C(O)(C(F)(F)F)C2)cc1 (stereo not drawn),2,99,103,105,102,95,18,4
O=C(NCc1ccco1)C(c1ccccc1)N(C(=O)Cc1cccs1)c1cccnc1 (stereo not drawn),0,100,96,97,105,103,-7,3
CCN1CCN(S(=O)(=O)c2ccc(S(=O)(=O)NC3CC3)cc2)CC1,0,108,108,102,107,97,-1,16
CC(C)(C)OC(=O)C[C@H]1C/C=C\C[C@H](CC(=O)NCCO)C(=O)N[C@@H](c2ccccc2)COC1=O,8,81,88,94,89,92,12,14
COc1ccc(Cn2nnnc2CN2CCc3ccccc3C2)cc1,1,93,97,101,100,103,4,4
CC(C)(C)N=C1NN=C(c2cc3ccccc3o2)CS1,0,105,103,107,105,104,29,-7
COCc1c(C(=O)NC2CCCCCC2)oc2ccccc12,1,123,104,107,121,96,15,0
Cc1cccc(OCCOC(=O)c2ccc(F)c(S(=O)(=O)N3CCOCC3)c2)c1,0,88,94,94,95,99,2,1
CCOc1ccc(N(CC(=O)Nc2cccc(C)c2C)S(=O)(=O)c2c(C)[nH]c(=O)[nH]c2=O)cc1,0,106,100,104,94,99,-7,-1
Cc1nnc(SCC(=O)c2c(N)n(C3CC3)c(=O)[nH]c2=O)n1C,0,106,98,107,98,90,1,-3
CN(C)c1ccc(/C=N/NC(=O)c2nonc2N)cc1[N+](=O)[O-],0,87,100,97,101,104,3,0
COc1ccc(C(=O)NCCc2nnc3ccc(SCC(=O)Nc4ccccc4F)nn23)cc1,3,106,104,104,99,100,10,10
C=CCOC(=O)c1sc(NC(=O)c2ccco2)nc1C,4,88,99,102,84,92,5,-26
Cc1nn(Cc2ccc(Cl)cc2)c(C)c1NC(=O)c1noc2c1CCCCC2,0,110,108,106,111,104,-3,2
COc1ccc(CN2CCCC(C(=O)N3CCCC3)C2)c(OC)c1 (stereo not drawn),0,98,99,103,97,95,1,8
O=C1[C@H]2[C@@H](C(=O)N1c1cc(Cl)cc(Cl)c1)[C@]1(C(=O)Nc3ccccc31)N1CCC[C@@H]21,0,.,103,97,97,92,-2,10
O=c1oc(-c2ccco2)nc2ccccc12,0,93,94,100,92,121,-1,7
COc1ccc(NC(=O)CSc2nnc(-c3ccccn3)n2-c2ccccc2)cc1OC,0,93,94,98,.,94,3,-3
CN(C)Cc1c(O)c(Cl)cc2c3c(c(=O)oc12)CCCC3,7,?,54[may fluoresce violet],175*[may fluoresce violet],32[may fluoresce violet],106[may fluoresce violet],16,21
CCNCc1cc([N+](=O)[O-])ccc1OCC,0,101,100,102,110,104,-4,-8
CN1CCN(c2ccc(S(=O)(=O)N3CCCCC3)cc2N)CC1,0,111,99,105,98,107,-14,.
COc1ccc(N2CCN(S(=O)(=O)c3ccc4c(c3)NC(=O)C(C)C(=O)N4)CC2)cc1 (stereo not drawn),0,116,106,99,105,106,6,-7
Cc1c(Nc2nc3ccccc3n3cnnc23)cccc1[N+](=O)[O-],0,94,101,110,97,109,-5,-13
CCCOc1ccc(N2C(=O)CC(NCCCN3CCC(C(N)=O)CC3)C2=O)cc1 (stereo not drawn),0,100,101,95,100,99,5,12
COc1ccc(OC(=O)c2cnc3n(c2=O)CCS3)cc1,3,98,98,98,110,104,19,1
Nc1nc2nccc(-c3cccnc3)n2n1,4,101,103,107,101,101,-9,-38
Cc1cccc(-c2nc(C#N)c(N3CCC(C)CC3)o2)c1,0,93,101,97,91,99,26,4

Pulled one by one from above (2):
smiles,GRK2 inh,CIT2-GFP yeast,RPL19A TOR yeast,MEP2 TOR yeast,AGP1-GFP MLPCN,LAP4-GFP MLPCN,VLA-4 inh,GASC-1 inh
C=CCOC(=O)c1sc(NC(=O)c2ccco2)nc1C,4,88,99,102,84,92,5,-26
CCNCc1cc([N+](=O)[O-])ccc1OCC,0,101,100,102,110,104,-4,-8

(next part)
smiles,GRK2 inh,CIT2-GFP yeast,RPL19A TOR yeast,MEP2 TOR yeast,AGP1-GFP MLPCN,LAP4-GFP MLPCN,VLA-4 inh,GASC-1 inh
CCC(C)[C@H](NC(=O)c1cn(CC)c2cc3c(cc2c1=O)OCO3)C(=O)NCCCn1ccnc1 (stereo partly drawn),0,113,105,106,109,100,-5,-3
O=C(CC1C(=O)NCCN1Cc1cccc(F)c1)NCCCOc1cccnc1 (stereo not drawn),0,95,94,90,94,95,8,5
Cc1ccc(CNS(=O)(=O)c2cc3c(cc2C)NC(=O)CO3)cc1,1,115,106,100,106,107,-13,3
O=C(CSc1nnc(CNC(=O)c2ccco2)o1)Nc1ccccc1,2,102,97,92,93,101,10,0
COc1ccccc1N1CC(C)(C)C(=O)N(C(=O)c2ccc(Cl)cc2)C1=S,0,95,98,86,99,96,-4,-8
C/C(Cc1ccccc1)=N\NC(=O)CNC(=O)c1ccccc1,1,104,107,99,101,95,7,5
Cc1ccc(NC(=O)c2cc(-c3ccccc3)nn2-c2ccccc2)c(Br)c1,0,96,95,90,97,96,11,3
O=C(c1cccs1)N1CCN(c2ccc([N+](=O)[O-])cc2F)CC1,3,104,107,108,106,106,11,0
c1ccc(N2CCN(Cc3cn4ccccc4n3)CC2)cc1,1,95,94,99,100,108,5,-12
O=C(Nc1cccc(C(F)(F)F)c1)c1cccnc1N1CCN(CCO)CC1,0,95,100,84,100,89,3,2
COc1ccc(-n2nc3c(c2NC(=O)C2CCCC2)CS(=O)C3)cc1 (stereo not drawn),0,99,97,91,99,103,5,-5
C/C(=N\NC(=O)c1nn(C)c(C)c1Br)c1ccc(NC(=O)c2ccoc2C)cc1,0,91,95,99,93,96,-2,0
CN(NC1OC(=O)c2ccccc21)c1c([N+](=O)[O-])cc(C(F)(F)F)cc1[N+](=O)[O-] (stereo not drawn),2,95,101,103,99,106,-5,0
CCc1nnc(NC(=O)c2ccc(COc3ccccc3C)o2)s1,2,110,100,126,102,113,13,4
O=C(Nc1ccc(N2C(=O)C3C4C=CC(C4)C3C2=O)cc1Cl)c1cccs1 (stereo not drawn),1,98,97,92,101,100,-1,-3
O=C(Nc1cc(-c2nn(CC(=O)N3CCCCC3)c(=O)c3ccccc23)ccc1N1CCOCC1)c1ccc(Cl)cc1,1,104,102,105,100,101,0,4
CNC(=O)CSc1nnc(-c2ccco2)n1-c1ccccc1,33,106,104,109,104,96,8,-8
Cc1nc(C(=O)NC2CC2)sc1C1(C)CC(c2ccccc2)=NO1 (stereo not drawn),1,94,98,98,105,104,28,-7
Cc1cc(C(=O)Nc2ccc(S(=O)(=O)Nc3onc(C)c3C)cc2)c(C)o1,0,106,102,108,102,105,4,8
Cc1ccc(C(=O)N(CC(=O)NC2CCCCC2)c2ccccc2F)s1,3,97,101,93,107,103,4,11
